Bioassay records: PubChem, Broad Institute
EWS-Fli inh: EWS/Fli transcriptional activity inhibition | A673 NR0B1-luciferase reporter, viability-normalised | inhibition, % at 12.6 µM | 350,000 compounds, 0.67% hits | AID 651661;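 active = mean inhibition of at least 50% after viability correction, with every replicate also passing that limit; inconclusive = mean reaches 50% but only one of two replicates passes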;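 note: firefly luciferase signal divided by Alamar Blue viability fluorescence both relative to DMSO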
INS-1E GSIS act: GLuc luminescence reporter in INS-1E cells, primary screen for activators of glucose-dependent secretion of insulin; AID 743287; 370,000 compounds, 0.61% hits; activation, % at 16.6 µM; INS-1E GLuc reporter insulin secretion, 2-3 h;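 active = lowest replicate activation of at least 40%, so every replicate reaches that level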;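 note: 0% = median of neutral control wells and 100% = median of IBMX positive control wells; some compounds called inactive have numbers as strong as hits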
ERp5 block: ERp5 (human) disulfide isomerase inhibition. Q15084. ERp5 insulin aggregation, absorbance 650 nm, 90 min. inhibition, % at 9.99 µM. 350,000 compounds, 0.05% hits. AID 651711;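 active = mean replicate inhibition above about 25%, with every replicate also reaching it, limit read from the data, passing the limit was not always enough; inconclusive = only one of those two criteria met; inactive = neither criterion met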
Target sequence (Q15084 whole entry, looked up): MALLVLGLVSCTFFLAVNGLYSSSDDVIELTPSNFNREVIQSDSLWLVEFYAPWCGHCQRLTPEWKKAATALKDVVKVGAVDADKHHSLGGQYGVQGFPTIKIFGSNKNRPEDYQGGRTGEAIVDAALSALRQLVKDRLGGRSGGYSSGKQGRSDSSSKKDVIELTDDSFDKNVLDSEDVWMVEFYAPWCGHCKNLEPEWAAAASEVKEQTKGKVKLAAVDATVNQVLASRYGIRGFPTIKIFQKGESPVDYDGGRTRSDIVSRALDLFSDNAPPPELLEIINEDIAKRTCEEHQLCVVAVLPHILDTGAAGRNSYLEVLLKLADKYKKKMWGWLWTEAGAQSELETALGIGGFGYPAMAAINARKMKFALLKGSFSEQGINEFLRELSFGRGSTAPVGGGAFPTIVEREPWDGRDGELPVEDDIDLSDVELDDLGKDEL
F508del corr: CFTR F508del correction in bronchial cells. CFBE cells, YFP halide quenching; stimulated with forskolin plus potentiator P3; % fluorescence drop versus neutral controls. activity (quench increase), % at 7.58 µM. 350,000 compounds, 0.36% hits;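 active = mean added fluorescence quench of at least 8% versus neutral control, with both replicates also reaching 8%; inconclusive = only one of the mean or replicate conditions met; inactive = mean below 8% and not both replicates reaching 8%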;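 note: cells transiently co-express mutant CFTR-F508del with the halide-sensitive YFP; corrector assay measuring rescue of mutant channel to the surface after 24 h compound exposure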
DENV2 CPE: inhibitors of DENV2 cytopathic effect | DENV2-infected cells, cytopathic effect rescue, plate reader | CPE inhibition, % at 9.99 µM | AID 651640 | 350,000 compounds, 1.7% hits; in the data active = CPE inhibition above about 20%, passing the limit was not always enough; inconclusive = no clear call, values can overlap the other calls; tested in BHK-21 cells;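 note: 0% = median of neutral control wells and 100% = median of positive control wells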
ARNT TACC3 PPI: ARNT/TACC3 interaction disruption; inhibition, % at 9.99 µM; Q9Y6A5; 390,000 compounds, 0.66% hits; AlphaScreen His-ARNT PAS-B/GST-TACC3 binding, luminescence; TACC3 fragment carries E629A point mutation; AID 623870;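 active = mean inhibition of replicates at least 50% and at least half of replicates each reaching 50%; inconclusive = half or more replicates reach 50% but mean below 50%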;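 note: 0% = complete ARNT plus TACC3 wells and 100% = ARNT alone without TACC3; many hits fall short of the cut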
XiGFP reactiv: X-chromosome reactivation activator. XiGFP mouse fibroblasts, % GFP-positive cells imaging, 3 d; cells co-treated with 5-aza-dC sensitizer; scaled so ellipticine positive control = 100%. activation, % at 7.58 µM. 360,000 compounds, 0.055% hits;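 active = mean normalized replicate activation at least 10% and every replicate at or above 10%; inconclusive = only one of the two criteria met; inactive = mean below 10% and not all replicates reach 10%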;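 note: 0% = median of on-plate neutral control wells and 100% = ellipticine 6 µM median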
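assay system = SV40-immortalized XiGFP fibroblast cells, line 68-5-11 | buffer or medium = DMEM plus 5-aza-dC sensitizer | doses = single-point pinned compound dosing | times = 3-day compound exposure, then 15 min fixation at room temperature | benchmarks = positive control ellipticine, 6 µM final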
PAX8 reporter: PAX8 transcriptional activity inhibition. inhibition, % at 12.6 µM. 360,000 compounds, 1.2% hits. RMG-I TPO-luciferase reporter, SteadyGlo, 24 h;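 active = mean replicate inhibition at least 60% with every replicate also reaching 60%; inconclusive = only one of the two criteria is met; inactive = mean below 60% and not all replicates reaching 60%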;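 note: luciferase light reporting Pax8 driven TPO promoter activity; plate controls were median of neutral control wells for no effect and mitoxantrone controls for full effect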
* marks the source's active call; other numbers are inactive results; ? = inconclusive; . = no result given. Random draw from the library. About 4.2% of those tested had a hit in this group.

Results follow in this order: EWS-Fli inh	INS-1E GSIS act	ERp5 block	F508del corr	DENV2 CPE	ARNT TACC3 PPI	XiGFP reactiv	PAX8 reporter
CCc1nn2c(=O)c(S(=O)(=O)Nc3ccc(Cl)cc3)c(C)nc2s1
→ -1	-10	2	-1.8	?	-13	0.3	2
O=C(NCCc1cccc(Cl)c1)c1ccc2c(c1)OCO2
→ 12	-5	3	-0.6	13	-1	-0.1	-46
S=C(NC1CCCC1)NC1CC1
→ 1	-5	1	-2.4	0	-3	0.0	7
C[C@@H]1CN([C@@H](C)CO)C(=O)Cc2cc(NS(=O)(=O)c3cccs3)ccc2O[C@H]1CN(C)S(C)(=O)=O
→ 9	21	-2	-3.3	6	-10	0.2	-1
N=c1oc2ccccc2cc1C(=O)Nc1ccccc1
→ 29	5	-1	0.0	-1	1	0.1	-68
CCN(CC(=O)Nc1ccc(NC(C)=O)cc1)C(=O)CCCN1C(=O)c2ccccc2C1=O
→ 2	12	-2	-2.1	2	1	0.1	16
CNC[C@@H]1OCCCC[C@H](C)Oc2ccc(NC(=O)Nc3ccc(OC)cc3)cc2C(=O)N([C@@H](C)CO)C[C@@H]1C
→ -1	-1	-1	-2.0	-1	-11	0.0	-12
COC(=O)c1ccccc1S(=O)(=O)N1CCC(C(=O)N(C)CCOc2ccccc2)CC1
→ 1	-13	0	-0.4	-4	-1	0.3	-17
Oc1ccc(Br)cc1-c1ccn[nH]1
→ 42	-1	-5	.	-3	7	0.2	-12
CN1/C(=C/C=N/NC(=O)c2ccc([N+](=O)[O-])cc2)C(C)(C)c2ccccc21
→ -1	2	-7	1.8	7	5	0.0	5
C#CCOCCOCCOCCNc1nc(N2CCN(C(=O)C([C@@H](C)O)n3cc([C@@H](N)CCCCN)nn3)CC2)nc(N2CCN(C(=O)[C@H](CCC(=O)O)n3cc([C@@H](N)[C@H](C)CC)nn3)CC2)n1 (stereo partly drawn)
→ 4	9	2	-2.8	8	1	-0.2	-6
O=C(C[C@@H]1C/C=C\C[C@@H](Cc2ccc(F)cc2)C(=O)OC[C@H]2CCCN2C1=O)N[C@H](CO)Cc1ccccc1
→ 0	-17	2	-1.3	6	3	0.0	24
O=C1/C(=C\c2cccs2)SC(=S)N1C1CCS(=O)(=O)C1 (stereo not drawn)
→ -6	1	-3	-1.1	9	-8	-0.6	-12
COC(=O)C1=CN(Cc2ccc(OC)c(OC)c2)C=C(C(=O)OC)C1c1ccc(O)cc1
→ 24	22	3	3.5	?	-3	0.0	-2
O=C(COC(=O)[C@@H]1CCCN1C(=O)c1cccs1)Nc1ccc(F)cc1[N+](=O)[O-]
→ -3	-1	-2	3.3	-3	-9	0.1	14
Nc1cc2ccncc2c2ccccc12
→ 38	-10	0	.	-3	-3	0.2	-45
CCN(CC)C(=O)Cn1cc(C(=O)C(=O)N2CCN(Cc3ccccc3)CC2)c2ccccc21
→ 6	60*	-1	0.5	-1	1	0.1	9
CC(NCCS(=O)(=O)c1ccc(Cl)cc1)c1cccc(Cl)c1 (stereo not drawn)
→ -7	-11	0	-1.2	-3	-7	0.1	13
C[C@@H]1CN([C@@H](C)CO)C(=O)Cc2cc(NC(=O)C3CC3)ccc2O[C@@H]1CN(C)C(=O)Nc1ccccc1
→ 0	8	0	0.3	?	2	-0.1	5
CN(Cc1nccs1)C(=O)c1ccc(OC2CCN(Cc3ccccn3)CC2)cc1
→ 8	1	-7	-1.7	42*	5	0.5	9

Copied from the list:
CNC[C@@H]1OCCCC[C@H](C)Oc2ccc(NC(=O)Nc3ccc(OC)cc3)cc2C(=O)N([C@@H](C)CO)C[C@@H]1C in ERp5 block: -1
C[C@@H]1CN([C@@H](C)CO)C(=O)Cc2cc(NC(=O)C3CC3)ccc2O[C@@H]1CN(C)C(=O)Nc1ccccc1 in ARNT TACC3 PPI: 2

Other results follow.
Results follow in this order: EWS-Fli inh	INS-1E GSIS act	ERp5 block	F508del corr	DENV2 CPE	ARNT TACC3 PPI	XiGFP reactiv	PAX8 reporter
Cc1cc(NC(=O)c2cc(C3CC3)on2)n(-c2ccccc2)n1
→ -6	9	2	-0.8	0	-4	0.0	0
CC(=O)NCCNc1nc2cc(-c3cscc3C)sc2c(=O)n1C
→ -7	-1	3	-2.6	1	.	0.0	8
CC1CCc2nc3ccc(S(=O)(=O)N4CCC(C(=O)O)CC4)cc3c(C(=O)O)c2C1 (stereo not drawn)
→ -6	-7	0	-2.2	10	5	0.0	13
CC(C)CC#Cc1ccc2c(c1)O[C@H](CN(C)C(=O)Cc1ccncc1)[C@H](C)CN([C@@H](C)CO)S2(=O)=O
→ -11	-20	0	3.9	3	-1	-0.6	.
Cc1cc(=O)[nH]c(=S)[nH]1
→ -4	.	5	2.3	-5	-5	0.2	-1
Cc1ccc(-c2ccc(CCC(=O)O)n2C(C)C)cc1
→ -9	-15	-3	-0.2	-6	.	0.0	-1
COc1ccc(S(=O)(=O)N(C)C[C@H]2Oc3ccc(NC(=O)Cc4cn(C)c5ccccc45)cc3C(=O)N([C@H](C)CO)C[C@@H]2C)cc1
→ -6	-7	1	2.4	14	5	0.0	.
Cc1ccc2nc(SCC(=O)NC3CCCC3)nc(=O)n2c1
→ -1	11	10	-2.4	3	3	0.2	4

An excerpt from further up, for reference:
Results follow in this order: EWS-Fli inh	INS-1E GSIS act	ERp5 block	F508del corr	DENV2 CPE	ARNT TACC3 PPI	XiGFP reactiv	PAX8 reporter
O=C(C[C@@H]1C/C=C\C[C@@H](Cc2ccc(F)cc2)C(=O)OC[C@H]2CCCN2C1=O)N[C@H](CO)Cc1ccccc1
→ 0	-17	2	-1.3	6	3	0.0	24
O=C1/C(=C\c2cccs2)SC(=S)N1C1CCS(=O)(=O)C1 (stereo not drawn)
→ -6	1	-3	-1.1	9	-8	-0.6	-12
COC(=O)C1=CN(Cc2ccc(OC)c(OC)c2)C=C(C(=O)OC)C1c1ccc(O)cc1
→ 24	22	3	3.5	?	-3	0.0	-2
O=C(COC(=O)[C@@H]1CCCN1C(=O)c1cccs1)Nc1ccc(F)cc1[N+](=O)[O-]
→ -3	-1	-2	3.3	-3	-9	0.1	14
Nc1cc2ccncc2c2ccccc12
→ 38	-10	0	.	-3	-3	0.2	-45
CCN(CC)C(=O)Cn1cc(C(=O)C(=O)N2CCN(Cc3ccccc3)CC2)c2ccccc21
→ 6	60*	-1	0.5	-1	1	0.1	9
CC(NCCS(=O)(=O)c1ccc(Cl)cc1)c1cccc(Cl)c1 (stereo not drawn)
→ -7	-11	0	-1.2	-3	-7	0.1	13
C[C@@H]1CN([C@@H](C)CO)C(=O)Cc2cc(NC(=O)C3CC3)ccc2O[C@@H]1CN(C)C(=O)Nc1ccccc1
→ 0	8	0	0.3	?	2	-0.1	5
CN(Cc1nccs1)C(=O)c1ccc(OC2CCN(Cc3ccccn3)CC2)cc1
→ 8	1	-7	-1.7	42*	5	0.5	9
Cc1cc(NC(=O)c2cc(C3CC3)on2)n(-c2ccccc2)n1
→ -6	9	2	-0.8	0	-4	0.0	0
CC(=O)NCCNc1nc2cc(-c3cscc3C)sc2c(=O)n1C
→ -7	-1	3	-2.6	1	.	0.0	8
CC1CCc2nc3ccc(S(=O)(=O)N4CCC(C(=O)O)CC4)cc3c(C(=O)O)c2C1 (stereo not drawn)
→ -6	-7	0	-2.2	10	5	0.0	13
CC(C)CC#Cc1ccc2c(c1)O[C@H](CN(C)C(=O)Cc1ccncc1)[C@H](C)CN([C@@H](C)CO)S2(=O)=O
→ -11	-20	0	3.9	3	-1	-0.6	.
Cc1cc(=O)[nH]c(=S)[nH]1
→ -4	.	5	2.3	-5	-5	0.2	-1
Cc1ccc(-c2ccc(CCC(=O)O)n2C(C)C)cc1
→ -9	-15	-3	-0.2	-6	.	0.0	-1
